SUMO Mot1 rescue = yeast Mot1-301 growth rescue at high temperature, primary screen, SUMOylation pathway inhibitor project, S. cerevisiae, ATP luminescence, 38.5C | S. cerevisiae Mot1-301 growth rescue; percent above DMSO median, 100 means doubled | growth rescue, % at 18.8 µM | 320,000 compounds, 1% hits | AID 2716, 2010;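 active = every valid replicate shows activation above 250% relative to neutral control wells; inactive = the rest, any valid replicate at or below 250%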;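 also: OY570 slx delta 5 strain wells were the positive control but not used for scaling; some compounds called inactive have numbers as strong as hits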
Arr AP2 block = inhibitors of beta-arrestin/AP2 binding, primary screen, biochemical, GPCR trafficking, flow cytometry; FITC-arrestin peptide / GST-AP2 beads; AP2 beta2 appendage carries R879A mutation; inhibition, % at 10 µM; 340,000 compounds, 0.31% hits; AID 504490, 2011;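 active = inhibition above a set limit, near 3 SD of compounds lacking own fluorescence, cut at about 54% in these data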;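 also: plate controls were DMSO wells for no effect and 5 µM unlabelled arrestin peptide for full effect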
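System: GST-AP2 R879A bound to glutathione beads, E. coli-expressed. Also added: 50 nM FITC-arrestin peptide. Schedule: compound with beads 12 min RT, then probe 1 h RT. Signal: bead flow cytometry, FITC channel. Read-out basis: percent response.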
PfHsp90 set2 = growth inhibition of PfHsp90-expressing yeast, primary screen, antimalarial PfHsp90 inhibitor project, S. cerevisiae, BacTiter-Glo luminescence, single point, set 2 | BacTiter-Glo ATP, 48 h; yeast lacking PDR1 and PDR3 efflux regulators | inhibition, % at 9.4 µM | 310,000 compounds, 0.32% hits;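 active = every replicate shows inhibition above about 80%, whatever the replicate mean, limit read from the data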;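 also: 0% = DMSO neutral controls and 100% = 20 µM radicicol positive controls; yeast relying on Plasmodium falciparum Hsp90 in place of its own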
phage Ecoli inh = growth loss of phage-infected E. coli, primary screen, RecBCD inhibitor project, absorbance, with phage, HTS; inhibition, % at 11.9 µM; 360,000 compounds, 0.26% hits; in the data active = inhibition above about 11%
MOR-DOR inv ag = inverse agonists of MOR-DOR heterodimerization, primary screen, cell-based, luminescence; cell-based MOR-DOR heterodimer luminescence, inverse agonism; 340,000 compounds, 0.21% hits; inhibition, % at 9.3 µM; Mu-type opioid receptor (Homo sapiens) + Delta-type opioid receptor (Homo sapiens), …; AID 504357, 2011; in the data active = inhibition above about 22%, passing the limit was not always enough;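 also: 0% = cells with DMSO and 100% = wells without cells with DMSO; values of inactives mirror those of a sister screen read the other way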
PKA-R1A act = activators of PKA-R1A holoenzyme, primary screen, biochemical, fluorescence polarization, Cy5-IP20, bovine R1A, mouse PKAc | cAMP-dependent protein kinase type I-alpha regulatory subunit (Bos taurus) + … | PKA-R1A dissociation; scaled: DMSO 0%, 113 µM cGMP 100% | AID 504707, 2011 | activation, % at 11.4 µM | 340,000 compounds, 0.083% hits;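 active = percent activation above the mean of all tested compounds plus 3 SD, cut at about 19% in these data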;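 also: higher means more PKAc released from R1A so a rise in polarization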
MOR-DOR ag = agonists of OPRM1-OPRD1 heterodimerization, primary screen, cell-based, luminescence. Mu-type opioid receptor (Homo sapiens) + Delta-type opioid receptor (Homo sapiens), …. cells. activation, % at 9.3 µM. 340,000 compounds, 0.3% hits. AID 504326, 2011; in the data active = activation above about 18%;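 also: 0% = vehicle-treated cells and 100% = reference agonist; values of inactives mirror those of a sister screen read the other way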
DSG3 Ab inh = inhibitors of pemphigus antibody binding to DSG3, primary screen, biochemical, bead-based, flow cytometry, scFv-GFP; binding (percent of control), % at 10 µM; 310,000 compounds, 0.48% hits; DSG3-coupled beads, scFv-anti-DSG3-GFP binding; stronger effect = lower value; Desmoglein-3 (Homo sapiens), P32926;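 active = binding more than 3 SD below its plate's average and above zero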; also: some compounds called inactive have numbers as strong as hits
Target sequence (P32926 whole entry, looked up): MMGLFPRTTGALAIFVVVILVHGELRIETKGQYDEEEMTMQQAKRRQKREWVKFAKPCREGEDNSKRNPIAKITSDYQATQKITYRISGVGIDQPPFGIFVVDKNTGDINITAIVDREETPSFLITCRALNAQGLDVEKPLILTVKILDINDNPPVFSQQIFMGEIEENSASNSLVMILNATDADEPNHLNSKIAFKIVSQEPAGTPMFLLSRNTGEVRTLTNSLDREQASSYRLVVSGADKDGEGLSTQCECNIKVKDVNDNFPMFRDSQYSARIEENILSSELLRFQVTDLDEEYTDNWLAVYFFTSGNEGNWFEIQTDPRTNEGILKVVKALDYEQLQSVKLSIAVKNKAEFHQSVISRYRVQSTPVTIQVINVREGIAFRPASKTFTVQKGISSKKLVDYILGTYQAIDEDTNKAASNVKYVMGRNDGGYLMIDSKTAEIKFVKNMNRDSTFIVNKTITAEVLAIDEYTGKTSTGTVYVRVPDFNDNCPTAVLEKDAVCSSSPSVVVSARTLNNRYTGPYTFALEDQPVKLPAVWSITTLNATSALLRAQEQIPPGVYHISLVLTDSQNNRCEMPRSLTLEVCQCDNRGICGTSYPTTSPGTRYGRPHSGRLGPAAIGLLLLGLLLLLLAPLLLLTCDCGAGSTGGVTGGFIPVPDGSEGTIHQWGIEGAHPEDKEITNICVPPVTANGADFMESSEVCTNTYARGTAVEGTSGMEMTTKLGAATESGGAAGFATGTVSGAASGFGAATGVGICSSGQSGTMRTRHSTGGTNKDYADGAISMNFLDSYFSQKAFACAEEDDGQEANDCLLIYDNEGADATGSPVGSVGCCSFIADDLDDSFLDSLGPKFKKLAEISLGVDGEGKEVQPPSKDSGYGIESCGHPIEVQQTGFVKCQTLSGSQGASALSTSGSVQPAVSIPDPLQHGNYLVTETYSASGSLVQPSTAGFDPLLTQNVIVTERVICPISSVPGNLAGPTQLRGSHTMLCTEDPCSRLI
E coli growth = E. coli V3065 growth inhibition, primary screen, counter-screen for AddAB inhibitor project, absorbance, OD600; AID 449728, 2010; 330,000 compounds, 0.27% hits; 18 h; inhibition, % at 11.9 µM;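 active = inhibition above the campaign's mean inhibition across all tested compounds plus 3 SD, cut at about 9.9% in these data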;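 also: uninfected addAB+ strain grown without phage in ampicillin broth; 0% = DMSO wells and 100% = ciprofloxacin 0.95 µg/ml wells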
Tat transport = E. coli Tat export inhibitors, primary screen, MC4100, TorA-mCherry reporter, fluorescence, single point; 340,000 compounds, 0.036% hits; inhibition, % at 10 µM;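 active = mean replicate inhibition at least 50% and at least half of replicates individually reaching 50%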;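 also: exported cargo escapes ClpAP degradation while cytoplasmic cargo is degraded and loses fluorescence; 0% = median of neutral control wells and 100% = median of NaSCN control wells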
AddAB inh = growth inhibition of E. coli expressing H. pylori AddAB, primary screen, AddAB inhibitor project, absorbance; inhibition, % at 11.9 µM; 330,000 compounds, 0.29% hits; AID 435030, 2010; in the data active = inhibition above about 12%;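 also: 0% = vehicle wells of infected cells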
Numbers without * were called inactive; / = no result given; & = joins results of further samples.

SMILES | SUMO Mot1 rescue | Arr AP2 block | PfHsp90 set2 | phage Ecoli inh | MOR-DOR inv ag | PKA-R1A act | MOR-DOR ag | DSG3 Ab inh | E coli growth | Tat transport | AddAB inh
COc1ccc(OC)c(NC(=O)C2CCCN2S(=O)(=O)c2cccc3nsnc23)c1 (stereo unspecified) | -2 | -3 | -13 | 4.1 | 15 | -17 | -2.9 | / | -1.9 | -2 | 2.2
Cc1nc(Cl)c(C#N)cc1-c1ccccc1 | -3 | -3 | / | 1.3 | -9 | -7 | 1.9 | 110 | 1.4 | -8 | 0.0
O=c1ccnc2n1COCS2 | 2 | -11 | 8 | 2.7 | 14 | 1 | -2.8 | / | 1.5 | 0 | 4.4
Cc1ccc(CNc2cccnc2)cc1 | 3 | 1 | 9 | 2.3 | 4 | -1 | -0.9 | / | -2.9 | -3 | -0.3
Cc1cccc(NC(=S)N2CCC(c3nc4ccccc4s3)CC2)c1 | 47 | 6 | -6 | 0.8 | -3 | -1 | 0.5 | 99 | 1.8 | -2 | 2.5
O=C(CN(C(=O)CNC(=O)c1cccs1)c1ccccc1)NC1CCCCC1 | 257 | 27 | 11 | 0.8 | 15 | -13 | -2.9 | 103 | -0.1 | 3 | 3.2
Cc1cccc(CNc2ncnc3ccc(-c4ccc5c(c4)OCO5)cc23)c1 | 183 | -1 | -2 | 4.5 | 17 | -3 | -3.1 | 101 | 2.2 | -7 | 5.1
O=C(NC1CCCCC1)C1CC=CCC1C(=O)OCC(Cl)=C(Cl)Cl (stereo unspecified) | 18 | -9 | -19 | 2.1 | 7 | 10 | -1.7 | 96 | 1.6 | 3 | 3.2
Cc1ccccc1NC(=O)C(C)SCc1ccccc1 (stereo unspecified) | 162 | -9 | 5 | 2.4 | 3 | 6 | -0.5 | 112 | 0.4 | 11 | 3.2
COc1cc(C(=O)Nc2cccc3cccnc23)cc(OC)c1OC | 10 | -5 | / | 1.8 | 5 | 7 | -1.1 | 105 | 1.8 | 6 | 1.9
COc1cc(C(C)=O)ccc1OC(=O)c1cc2cccc(OC)c2oc1=O | 38 | 4 | -1 | 0.8 | 9 | 0 | -1.8 | 100 | -0.2 | 5 | 0.9
CCOc1ccc(C(C)(C)C)cc1S(=O)(=O)N1CCOCC1 | -20 | 14 | 12 | 2.1 | 6 | -5 | -1.3 | 110 | -2.6 | -2 | 1.8
COc1ccccc1NC1=C(Cl)C(=O)N(c2ccccc2)C1=O | 11 | -7 | 21 | 4.2 | -13 | -8 | 2.9 | 101 | -0.7 | -1 | 0.7
CCC(C)/C(C)=N/NC(=O)C1COc2ccccc2O1 (stereo unspecified) | -24 | 0 | -10 | 0.9 | 6 | -6 | -0.8 | 101 | 0.4 | -4 | 0.8
CCCC(=O)Nc1nn(C)c2nc3c(C)cccc3cc12 | -2 | 2 | -4 | 3.2 | 14 | -11 | -2.8 | 108 | 0.5 | 0 | 1.1
COc1cccc(-c2nc(=S)c3c(o2)CCCC3)c1 | 14 | 26 | -14 | 2.3 | -10 | 5 | 1.9 | 100 | 2.4 | 6 | 3.7
FC(F)(F)c1cc(-c2ccccc2)nc(N2CCCCC2)n1 | -20 | 26 | 18 | 3.2 | 15 | -9 | -3.5 | 112 | 0.5 | -9 | 2.7
CC(=O)c1cccc(NC(=O)NC2CCCc3ccccc32)c1 (stereo unspecified) | 4 | -1 | 4 | 3.6 | -19 | -17 | 3.6 | 104 | -1.0 | -3 | -2.6
O=C1COc2ccc(C(=O)COC(=O)CCc3ccc(S(=O)(=O)N4CCOCC4)cc3)cc2N1 | -24 | -4 | 8 | 2.9 | 8 | 0 | -1.4 | 106 | 0.9 | 2 | -0.3
CCCOc1ccc(-c2nc(OCC)c3ccccc3n2)cc1 | -9 | -19 | 4 | 0.1 | 12 | 8 | -2.7 | 126 | 1.2 | 0 | -0.3
CC(=O)OCC1OC(OCc2cn(C[C@H]3CC[C@H](Cn4cc(COC5OC(COC(C)=O)C(OC(C)=O)C(OC(C)=O)C5OC(C)=O)nn4)O3)nn2)C(OC(C)=O)C(OC(C)=O)C1OC(C)=O (stereo partly specified) | 5 | -6 | 1 | 0.3 | 15 | 0 | -3.3 | 100 | -1.8 | -39 | 2.2
COCCn1c(-c2ccccc2)cnc1N | -7 | -5 | -9 | 2.5 | 10 | 2 | -1.7 | 100 | -2.5 | 1 | 2.3
CCCCN1C(=O)C(=O)N(CC(=O)c2cc(C)n(-c3cc(C)on3)c2C)C1=O | 0 | 32 | -17 | 0.6 | 5 | 3 | -1.2 | 103 | 3.3 | 0 | 1.6
N#Cc1c(Nc2ccc(Cl)cc2)s[nH]c1=O | 0 | 1 | 14 | 0.2 | 12 | 4 | -2.3 | 115 | -1.2 | -9 | 2.1
CCOn1c(=O)c(=O)n(O)c2ccccc21 | 158 | 4 | -9 | 2.6 | -2 | 0 | 0.3 | 106 | 0.8 | -16 | 0.8
CC(=O)Nc1ccccc1NC(=O)C/C(C)=N/NC(=O)Cc1cccc2ccccc12 | -4 | -8 | -41 | 2.4 | 5 | 0 | -0.9 | / | -1.1 | 14 | 1.4
CCOc1ccc(CNC(=O)c2ccc(Sc3ccc(C)cc3)c(NC(C)=O)c2)cc1 | -17 | 26 | 0 | 1.5 | -15 | -8 | 3.0 | 98 | -1.4 | -5 | 0.6
O=C(O)c1cc2nccc(-c3ccco3)n2n1 | 23 | 8 | -12 | -2.5 | 15 | -2 | -3.0 | 83 | -0.4 | -5 | 1.6
O=C(Nc1cccc(Cl)c1)C1C2CCC3C(CCC21)C3(Cl)Cl (stereo unspecified) | 7 | 0 | 15 | 5.0 | -31 | -9 | 5.9 | 98 | -0.5 | 6 | 0.7
Cn1c2ccccc2c(=O)c2cc(C#CC3=CCCCC3)ccc21 | 4 | 3 | 6 | 3.5 | 16 | 2 | -3.4 | 98 | -1.3 | 0 | 0.0
Cc1ncn(C23CC4CC(CC(C4)C2)C3)n1 | 11 | 3 | -16 | 1.7 | -9 | 2 | 1.7 | / | 0.9 | -11 | 1.6
Cc1cc(C)c(C(=O)N2CCC(N3CCC(C(=O)NC(C)C)CC3)CC2)o1 | 2 | -11 | -5 | -0.7 | 15 | -8 | -2.9 | 127 | 0.8 | -4 | 3.4
CC1=[N+]([O-])C(C)(C)N(O)C1(C)C | 218 | -10 | 12 | 2.9 | 13 | -9 | -2.5 | 113 | 2.1 | 4 | 0.5
COC(=O)[C@]1(Cc2ccccc2)N[C@H](CN(C)S(=O)(=O)c2ccc(F)cc2)[C@@H]2C(=O)N(Cc3ccccc3)C(=O)[C@@H]21 | 4 | 30 | -8 | 2.4 | 16 | -3 | -3.5 | 87 | 1.6 | -6 | 1.0
O=C(CSc1nnnn1-c1ccccc1)Nc1ncc2c(n1)CC(c1ccco1)CC2=O (stereo unspecified) | 11 | -3 | -12 | 1.2 | 7 | -20 | -1.2 | 103 | 1.7 | -1 | 1.1
Cc1nc(NCc2ccc3c(c2)OCO3)c2nnn(Cc3ccccc3)c2n1 | 3 | 19 | 26 | 2.7 | -33 | -2 | 6.4 | 99 | 0.4 | -5 | 1.9
COc1ccc(-n2c(COc3cccc4ccccc34)nnc2SCC(=O)NCc2ccco2)cc1 | 1 | 34 | 5 | 0.6 | -1 | 2 | 0.2 | 97 | -3.6 | -1 | 0.5
O=C(N/N=C/c1ccccc1OCc1ccccc1)c1cccnc1 | -15 | 5 | 2 | -0.3 | 18 | -2 | -3.5 | 100 | -2.0 | 0 | 1.5
Cc1nn(-c2ccccc2)c(Cl)c1/C=C(\C#N)C(=O)NC(C)C | -3 | 16 | -10 | 0.4 | -10 | -2 | 1.8 | 119 | 0.4 | -2 | 2.5
Cc1noc(C)c1NC(=O)Nc1ccc2c(c1)CC(=O)N([C@@H](C)CO)C[C@@H](C)[C@@H](CN(C)C(=O)Nc1cccc3ccccc13)O2 | -2 | 23 | -2 | 3.1 | 10 | -8 | -1.7 | 99 | 0.8 | -8 | 3.9

3 compounds out of the list above, arranged by the number in MOR-DOR inv ag, lowest first:
| mol | MOR-DOR inv ag |
| --- | --- |
| COc1ccccc1NC1=C(Cl)C(=O)N(c2ccccc2)C1=O | -13 |
| Cc1ccc(CNc2cccnc2)cc1 | 4 |
| O=C(CN(C(=O)CNC(=O)c1cccs1)c1ccccc1)NC1CCCCC1 | 15 |

Next section.
SMILES | SUMO Mot1 rescue | Arr AP2 block | PfHsp90 set2 | phage Ecoli inh | MOR-DOR inv ag | PKA-R1A act | MOR-DOR ag | DSG3 Ab inh | E coli growth | Tat transport | AddAB inh
CN1C(=O)C(O)(CC(=O)/C=C/c2ccco2)c2ccccc21 (stereo unspecified) | 5 | 2 | -11 | 2.7 | 8 | 5 | -1.6 | 98 | -2.9 | -2 | 2.3
CCN(CC(=O)Nc1ccccc1C(F)(F)F)C(=O)c1ccc2c(c1)NC(=O)CS2 | / | 8 | / | 3.0 | 18 | -9 | -2.8 | 85 | / | -6 | /
Cc1ccccc1S(=O)(=O)Cc1ccc(C(=O)O)o1 | 1 | 2 | -9 | 1.4 | 0 | -5 | -0.1 | 101 | 1.4 | 12 | 1.3
CCOc1ccc2c(c1)C(N(CCN1CCOCC1)C(=O)Nc1ccccc1)CC(C)(C)O2 (stereo unspecified) | / | 18 | 23 | -2.5 | 0 | 0 | 0.1 | 104 | -1.1 | -4 | -1.3
C=CCN1C(=O)C(Cc2ccc(OC)cc2)S/C1=N\N=C\c1cccs1 (stereo unspecified) | -11 | 8 | 7 | 2.8 | -4 | -13 | 0.8 | 106 | -1.5 | -2 | -0.6
c1ccc(Oc2nc(NCc3ccco3)nc(NCc3ccco3)n2)cc1 | -17 | 22 | -4 | 2.3 | 12 | -6 | -2.5 | 131 | -1.4 | 1 | -1.3
O=C(O)/C=C/c1ccc(Cn2ccnc2)cc1 | 11 | 12&-4 | -2&-19 | 4.4&2.7 | 6&6 | 3&-8 | -1.1&-1.1 | 95&102 | -3.0 | -2&-16 | -2.9
O=C(NNC(=O)c1ccccc1F)c1ccc(-n2cncn2)c([N+](=O)[O-])c1 | -6 | -10 | -7 | 1.9 | 17 | -4 | -3.1 | 98 | -0.2 | -9 | -1.0
Cc1cccc(CCN=C(N)NS(=O)(=O)c2ccccc2)c1 | 5 | -5 | 4 | 1.1 | 9 | -6 | -1.8 | 107 | 1.7 | -2 | 5.5

This is a random part of the collection; about 2.8% have a hit in one of these screens.
